DTT redox prof: compounds producing H2O2 with reducing agent – biochemical, NIH compound library profiling, artefact control for MLSCN library redox annotation, primary screen; AID 878; 0.03% of 200,000 active; activation, % at 10 µM; DTT-dependent redox cycling H2O2, phenol red/HRP absorbance; 100% = 100 µM peroxide control, 0% = buffer;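 active = activation of at least 50% relative to the plate's high and low controls in the primary single-dose screen; inactive = activation below 50%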;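 note: compound incubated with DTT at 0.8 mM final as the reducing agent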
PMI act satM6P: increases human PMI activity with near-saturating mannose 6-phosphate; coupled PMI enzyme assay, resazurin fluorescence, 20 min; active compounds read high; 1 = untreated enzyme, 0 = substrate-free blank; 0.34% of 190,000 active; activation factor at 20 µM;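 active = activation factor of 2 or more at 20 µM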
Target sequence (P34949 whole entry, looked up): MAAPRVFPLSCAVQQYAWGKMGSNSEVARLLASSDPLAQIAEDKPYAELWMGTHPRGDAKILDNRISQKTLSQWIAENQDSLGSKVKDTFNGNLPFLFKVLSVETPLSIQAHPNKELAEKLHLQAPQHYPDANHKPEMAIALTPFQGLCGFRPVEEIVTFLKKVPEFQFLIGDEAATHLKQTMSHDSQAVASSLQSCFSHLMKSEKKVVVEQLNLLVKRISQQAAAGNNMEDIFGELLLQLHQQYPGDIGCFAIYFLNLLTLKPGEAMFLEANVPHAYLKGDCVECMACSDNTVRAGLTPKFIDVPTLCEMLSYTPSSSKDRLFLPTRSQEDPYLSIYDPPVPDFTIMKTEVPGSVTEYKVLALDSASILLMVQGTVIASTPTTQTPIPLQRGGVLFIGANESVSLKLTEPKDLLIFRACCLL
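test system = human PMI in coupled enzyme assay | medium = HEPES-buffered pH 7.4 with magnesium and detergent | also added = 1.0 mM mannose-6-phosphate substrate with 0.22 mM NADP+ | compound = 20 µM single dose | times = 20 min incubation at room temperature | measured by = resorufin fluorescence (Ex 544/Em 590 nm) from resazurin via diaphorase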
Diaph inh CS: counter-screen for diaphorase-based assays: diaphorase inhibitors and chemical oxidizers | diaphorase resazurin-to-resorufin fluorescence, NADH, 16 min; bacterial (C. kluyveri) enzyme, not human | inhibition, % at 20 µM | 0.69% of 190,000 active;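 active = primary screen inhibition at 20 µM above a set limit, cut at about 50% in these data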;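 note: plate controls were DMSO with full reaction for no effect and wells lacking NADH for full effect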
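controls = No-NADH positive control and DMSO neutral control | system = Clostridium kluyveri diaphorase enzyme | timing = reaction incubation of 16 min at room temperature | signal = resorufin fluorescence 544/590 nm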
L major viab: inhibitors of Leishmania major promastigote growth; Leishmania major promastigotes, resazurin fluorescence viability; AID 1063; 9% of 200,000 active; inhibition, % at 10 µM;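 note: promastigotes grown with compound for 44 hours at 28 °C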
TLR4 MyD88 comp: inhibitors of human TLR4-MyD88 binding; O00206+Q99836; HeLa CL3-4 TLR4/MyD88 BLA complementation, FRET ratio; inhibition, % at 8.4 µM; 0.18% of 200,000 active; AID 861; in the data active = inhibition above about 25%;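 note: 0% = vehicle and 100% = reference inhibitor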
S1P3 antagonist: antagonists of human S1P3 receptor; 0.27% of 170,000 active; AID 485; inhibition, % at 4.98 µM; CHO S1P3 NFAT-BLA reporter, FRET fluorescence, antagonist mode; Q99500;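 active = inhibition above the plate cutoff, the mean inhibition of test wells on that plate plus 3 SD, cut at about 28% in these data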;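 note: cells challenged with S1P at its EC80 of 0.8 µM; blue over green emission ratio from cleaved BLA substrate after 4 h stimulation; 0% = S1P-stimulated wells and 100% = unstimulated DMSO-only wells; some compounds past the cut are filed as inactive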
Target sequence (Q99500 whole entry, looked up): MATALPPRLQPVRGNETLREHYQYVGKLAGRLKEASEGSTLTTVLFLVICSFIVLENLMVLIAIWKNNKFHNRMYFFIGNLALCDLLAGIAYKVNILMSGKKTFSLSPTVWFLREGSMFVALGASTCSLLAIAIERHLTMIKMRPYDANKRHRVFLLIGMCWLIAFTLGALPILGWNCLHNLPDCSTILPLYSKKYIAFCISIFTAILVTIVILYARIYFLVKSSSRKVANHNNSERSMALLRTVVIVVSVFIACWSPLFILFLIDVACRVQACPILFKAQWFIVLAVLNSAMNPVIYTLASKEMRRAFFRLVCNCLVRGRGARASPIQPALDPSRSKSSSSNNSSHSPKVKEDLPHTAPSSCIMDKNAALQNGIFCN
Diaphorase act: activates diaphorase or chemically reduces, flagging diaphorase assay artifacts; Diaphorase/resazurin coupled assay, resorufin fluorescence, 16 min; active compounds read high; 1 = vehicle wells, 0 = NADH-free wells; activation factor at 20 µM; 0.005% of 190,000 active;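 active = diaphorase activity raised at least twofold by the compound at 20 µM; inactive = activation factor below 2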
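Measured by – red resorufin fluorescence at 544/590 nm excitation/emission · Test system – Clostridium kluyveri diaphorase, purified enzyme · Incubation – reaction time 16 min, room temperature · Buffer or medium – 50 mM HEPES pH 7.4 with 4.542 mM MgCl2, 0.005% Tween 20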
G6PDH CS: inhibits Leuconostoc G6PDH, flagging false hits in G6PDH-based assays; Purified L. mesenteroides G6PDH, diaphorase/resazurin coupled fluorescence, 45 min; inhibition, % at 5 µM; 0.12% of 200,000 active
RAM inhibit: yeast RAM network inhibition. S. cerevisiae dse1pr::URA3 reporter, 5-FOA growth OD615, 2 d; analog-sensitive cbk1-as2 kinase mutant strain. inhibition, % at 50 µM. 1.8% of 190,000 active;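 active = inhibition above a set limit, 3 SD over mean compound inhibition, cut at about 8.4% in these data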;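 note: 0% = DMSO-only wells with no growth and 100% = 10 µM 1-NA-PP1 full growth; inhibition rescues growth on 5-FOA so higher OD means more RAM inhibition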
Hsp70 activator: Hsp70 transcriptional activation, primary screen; HeLa Hsp70 promoter luciferase reporter, luminescence; scaled: vehicle 0, proteasome-inhibitor control 100%; activation, % at 10 µM; 0.04% of 200,000 active; AID 1203;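 active = activation above the mean across all tested compounds plus 3 SD, cutoff set per campaign, cut at about 5.5% in these data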;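 note: 100% = MG132 at 30 µM as the positive control and 0% = DMSO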
PMI act: activators of human phosphomannose isomerase | AID 1214 | purified human PMI, coupled resazurin fluorescence, 20 min; active compounds read high; 1 = vehicle control, 0 substrate-free wells | activation factor at 20 µM | 0.005% of 190,000 active;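 active = activation factor of 2 or more at 20 µM, relative to plate controls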
An asterisk follows results filed as active; x = not tested or not shown. Cut-off read from the data, not from the text of the source, unless noted: active = inhibition above about 50%; inactive = the rest.

1	CCOC(=O)N1CCC(NC(=O)CCN2C(=O)C3C4C=CC(C4)C3C2=O)CC1 (stereo unspecified)
2	O=C(CSc1nc2c(c(=O)n1-c1ccc(Br)cc1)SCC2)Nc1nccs1
3	O=[N+]([O-])c1ccc2nc(NCCCO)nc(-c3ccccc3)c2c1
4	CCOC(=O)C1CCCN(C2CCN(Cc3nc(-c4ccccc4)no3)CC2)C1 (stereo unspecified)
5	CC(C)c1ccc(CNC(=O)C(=O)Nc2nccs2)cc1
6	Fc1ccc(NC(=S)Nc2ccc3nccnc3c2)cc1
7	COc1ccc(N2CCN(CCCNC(=O)CC3Oc4ccc(C)cc4NC3=O)CC2)cc1 (stereo unspecified)
8	Cc1ccccc1CN1CCN(CC2CC3C=CC2C3)CC1 (stereo unspecified)

Compound,1,2,3,4,5,6,7,8
DTT redox prof,-2.5,2.4,-0.6,-0.8,-0.7,0.3,-0.8,0.0
PMI act satM6P,0.9,1.1,1.4,1,1,0.4,0.8,0.9
Diaph inh CS,12,-3,12,-7,-6,64*,7,20
L major viab,-6,3,16,73*,2,11,-2,87*
TLR4 MyD88 comp,1,-7,-4,-7,7,-1,-7,1
S1P3 antagonist,6,33,15,9,-10,12,-19,x
Diaphorase act,0.9,1,0.9,1.1,1.1,0.4,0.9,0.8
G6PDH CS,5,6,12,14,13,37,-17,-3
RAM inhibit,-0.9,4.8,2.6,0.2,2.7,2.5,-0.6,1.0
Hsp70 activator,0.1,0.1,-0.2,-0.2,-0.1,-0.1,-0.1,0.1
PMI act,0.9,1,1.4,1,1.2,0.4,0.8,0.9

3 entries out of the list, ordered by heavy-atom count, high to low.
4	CCOC(=O)C1CCCN(C2CCN(Cc3nc(-c4ccccc4)no3)CC2)C1 (stereo unspecified)
2	O=C(CSc1nc2c(c(=O)n1-c1ccc(Br)cc1)SCC2)Nc1nccs1
5	CC(C)c1ccc(CNC(=O)C(=O)Nc2nccs2)cc1

Compound,4,2,5
DTT redox prof,-0.8,2.4,-0.7
PMI act satM6P,1,1.1,1
Diaph inh CS,-7,-3,-6
L major viab,73*,3,2
TLR4 MyD88 comp,-7,-7,7
S1P3 antagonist,9,33,-10
Diaphorase act,1.1,1,1.1
G6PDH CS,14,6,13
RAM inhibit,0.2,4.8,2.7
Hsp70 activator,-0.2,0.1,-0.1
PMI act,1,1,1.2

The results go on:
9	CCCCNC(=O)c1cc(C)no1
10	CCOc1nc(-c2ccccc2Cl)ccc1C#N
11	Cc1cc(C)n2nc(CCc3ccccc3)nc2n1
12	Cc1ccccc1S(=O)(=O)NNC(=O)C(=O)NNc1ccccn1
13	Cc1onc(-c2ccccc2)c1C(=O)N1CCN(c2ncccn2)CC1
14	O=C(COC(=O)CC12CC3CC(CC(C3)C1)C2)Nc1ncc(Cl)cc1Cl
15	CC1(C)CC(=O)C2=C(C1)Oc1nc3ccccc3cc1C2C(C#N)C#N (stereo unspecified)
16	CC1=NN(c2nc(-c3ccccc3)cs2)C(=O)C1N=Nc1ccccc1 (stereo unspecified)

Compound,9,10,11,12,13,14,15,16
DTT redox prof,0.1,-2.3,4.1,0.7,1.6,0.0,-0.8,0.4
PMI act satM6P,1.1,0.8,1.1,0.8,1,1,0.9,1
Diaph inh CS,8,20,10,39,-9,26,17,11
L major viab,-5,0,-1,-9,-5,6,100*,2
TLR4 MyD88 comp,12,2,9,3,-10,9,-5,0
S1P3 antagonist,-3,x,x,x,-33,x,x,6
Diaphorase act,0.9,0.8,0.9,0.6,1.1,0.7,0.8,0.9
G6PDH CS,1,9,3,23,18,4,-2,1
RAM inhibit,1.1,0.3,3.9,0.2,1.6,8.1,3.6,4.6
Hsp70 activator,-0.2,-0.4,-0.2,-0.1,-0.1,-0.3,-0.1,0.2
PMI act,1.1,0.8,1,0.8,1,1,0.9,1

From no. 9 up to 11, copied from above:
9	CCCCNC(=O)c1cc(C)no1
10	CCOc1nc(-c2ccccc2Cl)ccc1C#N
11	Cc1cc(C)n2nc(CCc3ccccc3)nc2n1

Compound,9,10,11
DTT redox prof,0.1,-2.3,4.1
PMI act satM6P,1.1,0.8,1.1
Diaph inh CS,8,20,10
L major viab,-5,0,-1
TLR4 MyD88 comp,12,2,9
S1P3 antagonist,-3,x,x
Diaphorase act,0.9,0.8,0.9
G6PDH CS,1,9,3
RAM inhibit,1.1,0.3,3.9
Hsp70 activator,-0.2,-0.4,-0.2
PMI act,1.1,0.8,1

Other results
17	Cc1nnc(-c2ccccc2)nc1N(C)C
18	CC(C)CCn1c(SCC(=O)OCn2nnc3ccccc3c2=O)nc2ccccc2c1=O
19	COc1cccc(-c2nnc(NC(=O)Cc3cccs3)s2)c1
20	CCCCCC(=O)N/N=C(\C)c1ccc(N2CCCCC2)cc1
21	O=C(c1ccco1)N1CCN(C(=O)c2cc(-c3ccccn3)nc3ccc(Cl)cc23)CC1
22	COc1cc(C(=O)Nc2nc3ccc(S(=O)(=O)N4CCOCC4)cc3s2)cc(OC)c1OC
23	Cc1ccc(-n2nnc3c(=O)oc4ccccc4c32)cc1
24	CCOC(=O)N1CCN(C(=O)CNC(=O)Cn2cnc3ccccc3c2=O)CC1

Compound,17,18,19,20,21,22,23,24
DTT redox prof,0.1,-3.7,1.6,-0.2,-3.0,4.0,2.2,0.1
PMI act satM6P,1.1,0.9,1.2,1.1,1.4,1,1,1.1
Diaph inh CS,-3,25,-4,-4,13,14,12,0
L major viab,-2,-2,-5,-7,18,61*,-10,0
TLR4 MyD88 comp,15,-11,-6,-5,4,-16,-3,-7
S1P3 antagonist,-13,27,-23,-1,-8,-1,2,-13
Diaphorase act,1,0.8,1,1,0.9,0.9,0.9,1
G6PDH CS,8,-46,-17,5,4,-27,21,5
RAM inhibit,-0.5,3.4,6.3,1.3,1.5,2.7,2.5,3.0
Hsp70 activator,-0.4,-0.3,0.1,0.0,0.2,-0.2,-0.4,-0.3
PMI act,1.1,0.8,1,1,1.1,0.9,1.1,1.1

25	O=C(O)CN=C1NC2(CCCCC2)Cc2ccccc21
26	Cc1cc(C(=O)NCC(=O)OCC(=O)NCCc2ccccc2)ccc1[N+](=O)[O-]
27	COCCSc1nnc(NC(=O)CSCc2ccccc2)s1
28	CCc1ccccc1NS(=O)(=O)c1cc(C)ccc1OC
29	CCn1ncc(CNC(=O)C2(C)CC2(Br)Br)c1C (stereo unspecified)
30	CC(C)(O)C(=O)NNC(=S)Nc1cccc(C(F)(F)F)c1
31	Cc1cc(NC(=O)CSc2nnc(-c3ccccc3)n2Cc2ccco2)no1
32	N#CCCN(C(=O)COC(=O)C1CCN(S(=O)(=O)c2cccs2)CC1)c1ccccc1

Compound,25,26,27,28,29,30,31,32
DTT redox prof,2.3,-0.1,-4.7,2.2,-0.8,-0.1,1.9,0.1
PMI act satM6P,1.1,0.9,0.8,1,0.8,1,1.1,1.1
Diaph inh CS,6,34,14,9,5,11,-19,16
L major viab,-2,-2,-9,20,-7,3,13,-1
TLR4 MyD88 comp,-7,22,1,24,0,16,-9,1
S1P3 antagonist,x,5,13,8,-2,-16,x,7
Diaphorase act,0.9,0.7,0.9,0.9,0.9,0.9,1.2,0.8
G6PDH CS,4,1,-2,3,1,-4,8,0
RAM inhibit,1.6,1.9,4.7,0.2,0.8,0.8,1.3,2.1
Hsp70 activator,-0.1,-0.1,-0.2,-0.5,0.0,-0.1,-0.1,0.3
PMI act,1.1,0.9,0.7,0.9,1.2,0.9,1.2,1

33	COc1ccc(NC(=O)CCNS(=O)(=O)c2ccc(Br)s2)cc1
34	Cn1c(N)c(C(=O)COC(=O)C2CCCCC2)c(=O)n(C)c1=O
35	Cc1ccc(C)n1NC(=O)c1ccccc1[N+](=O)[O-]
36	CCOc1cccc(-c2nnc3sc(C4CCCCC4)nn23)c1
37	COC(=O)c1c(NC(=O)CC2SCC(C(=O)OC)NC2=O)sc2c1CCCC2 (stereo unspecified)
38	Cc1c(C2C(C#N)=C(N)N(c3ccccc3C#N)C3=C2C(=O)CCC3)cnn1C (stereo unspecified)
39	C#CCSc1nnc(-c2ccc(C)cc2)o1
40	CCOc1cccc2cc(C(=O)Nc3nccs3)c(=O)oc12

Compound,33,34,35,36,37,38,39,40
DTT redox prof,-4.8,0.1,-2.0,0.0,2.6,0.3,0.1,0.2
PMI act satM6P,1,1.1,0.9,0.9,1,0.6,1,0.9
Diaph inh CS,7,-1,12,25,11,21,19,11
L major viab,11,-5,-2,19,1,34,-3,3
TLR4 MyD88 comp,-14,13,-7,-5,1,5,-5,-6
S1P3 antagonist,x,x,3,x,-24,-2,x,-3
Diaphorase act,0.9,1,0.9,0.7,0.9,0.8,0.8,0.9
G6PDH CS,8,14,7,6,13,13,11,1
RAM inhibit,2.8,1.1,3.2,0.4,0.7,2.8,-1.0,2.4
Hsp70 activator,-0.2,-0.1,-0.3,-0.2,-0.3,-0.5,0.1,0.3
PMI act,1.1,1,0.9,0.9,1.1,0.9,1,1

Grouped by structure: those above containing a nitro group on carbon.
3	O=[N+]([O-])c1ccc2nc(NCCCO)nc(-c3ccccc3)c2c1
26	Cc1cc(C(=O)NCC(=O)OCC(=O)NCCc2ccccc2)ccc1[N+](=O)[O-]
35	Cc1ccc(C)n1NC(=O)c1ccccc1[N+](=O)[O-]

Compound,3,26,35
DTT redox prof,-0.6,-0.1,-2.0
PMI act satM6P,1.4,0.9,0.9
Diaph inh CS,12,34,12
L major viab,16,-2,-2
TLR4 MyD88 comp,-4,22,-7
S1P3 antagonist,15,5,3
Diaphorase act,0.9,0.7,0.9
G6PDH CS,12,1,7
RAM inhibit,2.6,1.9,3.2
Hsp70 activator,-0.2,-0.1,-0.3
PMI act,1.4,0.9,0.9

Other structures follow.
41	COc1cc(/C=c2\sc3nc(=O)c(-c4ccccc4)nn3c2=O)ccc1OCCC(C)C
42	COc1ccc(OC)c(-c2nc3c(C)n[nH]c(=O)c3[nH]2)c1
43	CC(=O)NC1C(=O)N(CCc2ccccc2)c2ccc(Br)cc21 (stereo unspecified)
44	COc1ccc(Cn2c(C)c(C)c(C#N)c2NC(=O)Nc2ccc(F)cc2)cc1

Compound,41,42,43,44
DTT redox prof,-0.1,0.8,0.0,-3.2
PMI act satM6P,1,0.8,1.7,0.9
Diaph inh CS,12,28,14,10
L major viab,-3,10,-10,-1
TLR4 MyD88 comp,-1,2,-5,-9
S1P3 antagonist,-21,-12,x,x
Diaphorase act,0.9,0.7,0.9,0.9
G6PDH CS,-23,-19,5,7
RAM inhibit,1.7,1.6,3.2,3.7
Hsp70 activator,-0.5,-0.5,0.0,0.0
PMI act,1,0.7,1.5,0.9

Bioassay records as filed in PubChem.
